Screening results as filed in PubChem BioAssay.
GLA spleen mod = qHTS Assay for Inhibitors and Activators of Human alpha-Galactosidase From Spleen Homogenate. Alpha-galactosidase A (Homo sapiens), P06280. human spleen homogenate, 4MU-alpha-Gal fluorescence, 40 min. Potency, µM (series often up to 80 µM), inactives show at the highest dose activity change, negative = inhibition, actives largely listed as inhibitors. 240,000 compounds, 0.008% hits;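 further: 0% = enzyme with vehicle and -100% = no enzyme basal signal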
Target sequence (P06280 32-429 limits assumed): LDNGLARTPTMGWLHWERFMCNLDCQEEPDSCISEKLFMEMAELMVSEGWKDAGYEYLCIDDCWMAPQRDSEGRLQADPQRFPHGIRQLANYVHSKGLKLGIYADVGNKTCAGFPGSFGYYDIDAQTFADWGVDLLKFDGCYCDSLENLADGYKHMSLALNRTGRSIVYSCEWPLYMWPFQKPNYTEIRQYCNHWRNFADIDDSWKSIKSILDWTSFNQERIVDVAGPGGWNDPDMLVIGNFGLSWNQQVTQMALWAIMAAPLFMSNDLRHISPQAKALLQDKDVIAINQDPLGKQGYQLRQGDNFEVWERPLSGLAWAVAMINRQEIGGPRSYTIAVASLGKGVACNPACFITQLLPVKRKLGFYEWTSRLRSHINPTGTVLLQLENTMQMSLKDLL
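Human spleen homogenate (1 ug) as enzyme source, 4-methylumbelliferyl-alpha-D-galactopyranoside 1 mM final, citrate/phosphate pH 5.0 with 0.01% Tween-20. Compounds 40 min at 37C, NaOH/glycine stop; fluorescence Ex 365/Em 440, Hill-fit AC50.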
GAA inhib = qHTS Assay for Inhibitors of Human alpha-Glucosidase as a Potential Chaperone Treatment of Pompe Disease | Potency, µM (series often up to 76.9 µM), inactives show at the top dose activity change, negative = inhibition, most hits filed as inhibitors | AID 1466, 2008 | 200,000 compounds, 0.005% hits | purified human GAA, 4-MU-alpha-glucoside fluorescence | Lysosomal alpha-glucosidase (Homo sapiens), P10253;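 further: plate controls were uninhibited enzyme wells for no effect and no-enzyme background for full effect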
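Enzyme (4 nM final) mixed with compound (up to 77 uM), then 4-MU-alpha-D-pyranoside (400 uM final) added; 20 min at room temperature, pH 5.0. Reaction stopped at pH 10, fluorescence read, AC50 derived by Hill fit.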
GoLoco inh red = qHTS Assay for Inhibitors of RGS12 GoLoco Motif Activity (Red Fluorophore); AID 880, 2007; Gai1:RGS12 GoLoco peptide FP, rhodamine, 10 min; 230,000 compounds, 0.44% hits; Potency, µM (doses to about 61.6 µM), without a hit: at the highest dose activity, negative = inhibition, hits mostly inhibitors; Guanine nucleotide-binding protein G(i) subunit alpha-1 (Homo sapiens), P63096; active means well fitted inhibition curve with a large enough effect, not every such curve was filed as active; inactive means no such curve, though single readings can be large or run the other way; further: on the % scale 0 is the no-effect control and ±100 the full control effect; nearly all actives have a fitted effect of over 30% in size; many of its hits are not listed in these tables
GAA glycogen mod = qHTS Assay for Inhibitors and Activators of Human alpha-Glucosidase Cleavage of Glycogen; Lysosomal alpha-glucosidase (Homo sapiens), P10253; 300,000 compounds, 0.38% hits; Potency, µM (titrated, usually from 76.4 µM), for the others: at the top dose activity change, negative = inhibition, most hits filed as inhibitors; recombinant GAA, glycogen substrate, Amplex Red glucose oxidase fluorescence;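 further: 0% = full enzyme reaction and -100% = no-enzyme basal signal; the screen sought inhibitors and activators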
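Recombinant human alpha-glucosidase (4 nM final) hydrolysed bovine liver glycogen (30 ug) for 40 min at 37 C in pH 5.0 citrate/phosphate with 0.01% Tween-20. Released glucose detected by glucose oxidase/Amplex Red, Ex 573/Em 610 nm. Compounds up to 77 uM; AC50 from Hill fits.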
aGlu spleen mod = qHTS Assay for Inhibitors and Activators of Human alpha-Glucosidase From Spleen Homogenate. 240,000 compounds, 0.006% hits. AID 2112, 2009. Potency, µM (doses to about 79.9 µM), without a hit: at the highest dose activity change, negative = inhibition, actives largely listed as inhibitors. human spleen homogenate, 4-MU-alpha-glucoside fluorescence. Lysosomal alpha-glucosidase (Homo sapiens), P10253;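 further: 0% = enzyme with vehicle and -100% = no enzyme basal signal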
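Compounds were titrated against alpha-glucosidase in spleen homogenate at pH 5.0, with 1 mM 4-methylumbelliferyl substrate for 40 min at 37 C. Reactions were quenched with pH 10 NaOH/glycine and fluorescence measured.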
SMN2 splice up = qHTS Assay for Enhancers of SMN2 Splice Variant Expression; HEK293 SMN2-luciferase splicing reporter, luminescence, 30-36 h; Potency, µM (highest dose often 46.1 µM), without a hit: at the top dose activity change, positive = activation, most hits filed as activators; 210,000 compounds, 2.8% hits; AID 1458, 2008; further: % of control where 0% means no effect; nearly all actives have a fitted effect of over 55% in size
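qHTS luciferase splicing reporter: luminescence rises when SMN2 exon 7 is included in transfected HEK293 cells. Compound exposure lasted 30-36 h at 37C, with 4.5 mM final sodium butyrate as control, followed by a ONE-Glo read.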
JMJD2E inh = qHTS Assay for Inhibitors of Human Jumonji Domain Containing 2E (JMJD2E); Lysine-specific demethylase 4E (Homo sapiens), B2RXH2; JMJD2E catalytic domain, FDH-coupled NADH fluorescence (FDH is formaldehyde dehydrogenase); 230,000 compounds, 1.6% hits; Potency, µM (top dose mostly 57.1 µM), for inactives: top-dose activity change, negative = inhibition, most hits filed as inhibitors; active means well fitted inhibition curve with a large enough effect, not every such curve was filed as active; inconclusive means small, poorly fitted or top-dose-only effect, or another doubt; inactive means no such curve, though single readings can be large or run the other way;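 further: 0% = wells with enzyme and -100% = buffer wells without enzyme; nearly all actives have a fitted effect of over 50% in size; many of its hits are not listed in these tables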
ALDH1A1 block = qHTS Assay for Inhibitors of Aldehyde Dehydrogenase 1 (ALDH1A1) | Aldehyde dehydrogenase 1A1 (Homo sapiens), P00352 | Purified ALDH1A1, NADH fluorescence, propionaldehyde substrate | Potency, µM (top dose mostly 75.3 µM), without a hit: at the highest dose activity, negative = inhibition, most hits filed as inhibitors | 220,000 compounds, 7.3% hits; active means well fitted inhibition curve with a large enough effect, not every such curve was filed as active; inconclusive means small, poorly fitted or top-dose-only effect, or another doubt; inactive means no such curve, though single readings can be large or run the other way;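 further: plate controls were no enzyme wells and a reference inhibitor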
Target sequence (P00352 whole entry, looked up): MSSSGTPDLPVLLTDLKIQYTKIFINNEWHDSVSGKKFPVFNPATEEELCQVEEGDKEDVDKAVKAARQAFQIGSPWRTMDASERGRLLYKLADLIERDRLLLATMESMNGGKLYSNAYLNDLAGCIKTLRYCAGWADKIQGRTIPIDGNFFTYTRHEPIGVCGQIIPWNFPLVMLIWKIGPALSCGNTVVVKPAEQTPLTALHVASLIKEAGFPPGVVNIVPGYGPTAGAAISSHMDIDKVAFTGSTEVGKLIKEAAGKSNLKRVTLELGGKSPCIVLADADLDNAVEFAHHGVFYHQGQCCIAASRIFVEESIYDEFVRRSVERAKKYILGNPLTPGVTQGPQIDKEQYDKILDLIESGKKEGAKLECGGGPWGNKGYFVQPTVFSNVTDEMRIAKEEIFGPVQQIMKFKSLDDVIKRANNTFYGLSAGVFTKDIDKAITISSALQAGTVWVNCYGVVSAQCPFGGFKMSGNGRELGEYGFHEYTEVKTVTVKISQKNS
* hit, by the source's call; ? = inconclusive; . = no result given; [ ] = dose if it differs, or a comment. Unless noted, the call rests on the fitted dose curve; in most records, active means well fitted curve in the direction sought with a large enough effect; inconclusive means small, poorly fitted or top-dose-only effect, or another doubt; inactive means no such curve, though single readings can be large; an effect the other way counts as inactive or inconclusive. Potency means the concentration at half of the fitted maximal effect.

Every second line gives: GLA spleen mod	GAA inhib	GoLoco inh red	GAA glycogen mod	aGlu spleen mod	SMN2 splice up	JMJD2E inh	ALDH1A1 block
CCOC(=O)Nc1ccc(C(=O)NCC2CCCO2)cc1 (stereo unspecified)
    3%	-9%	-1%	0%	-4%	-19%	-14%	0%
O=C(NCCC(c1ccccc1)c1ccccc1)c1ccc(Br)o1
    -2%	10%	-6%	-1%	-4%	2%	2%	?
CC(=O)/C(=N\Nc1ccccc1)Sc1nncn1C
    5%	1%	-12%	-7%	-16%	17%	-2%	-6%
C=C(C)CCC1(C)NC(=O)N(c2ccccc2)N1 (stereo unspecified)
    2%	6%[15.4 µM]	4%	?	5%	.	-17%	?
COc1ccc(Nc2nc(=O)[nH]nc2C)cc1
    -8%	-5%	-4%	-1%	-9%	-13%	-6%	-18%
Cc1ccc(/C(C#N)=C\c2cn(C)c3ccccc23)cc1
    -1%	-12%	8%	0%	-9%	?	9%	1%
C[C@]12CCC(=O)C=C1[C@H](O)C[C@@H]1[C@@H]2[C@@H](O)C[C@@]2(C)[C@H]1CC[C@]2(O)C(=O)CO
    13%	-13%[15.4 µM]	3%	-1%	7%	-15%	5%	-1%
CN1C(=O)c2cccc(NC(=O)CCc3ccccc3)c2C1=O
    1%	-6%	-10%	-9%	-13%	-23%	?	?
CCOc1cc(/C=C2\SC(=O)N(CC(=O)Nc3ccccc3F)C2=O)cc([N+](=O)[O-])c1O
    -9%	-2%	2%	8%	2%	.	-17%	?
COc1ccc(Nc2oc(-c3ccccc3)nc2C#N)cc1
    4%	-1%	8%	?	6%	?	36%[activator]	-4%
Cc1noc(C)c1S(=O)(=O)Nc1ccccc1OC(F)(F)F
    11%	-12%	3%	8%	9%	.	-5%	-1%
CC(C)NC(=O)COc1ccc(S(=O)(=O)N(C)Cc2ccccc2)cc1
    0%	.	4%	0%	0%	.	2%	.
CC(C)(C)c1nc2ccccc2c2nnc(SCC(=O)Nc3nccs3)n12
    3%	7%	4%	-5%	1%	-10%	4%	4%
CCOC(=O)NC(=O)c1cn(CCNCCO)c(=O)[nH]c1=O
    -6%	6%	11%	17%	-1%	3%	0%	4%
CCN(CC)S(=O)(=O)c1cccc(-c2nnc(SCCOc3ccccc3)o2)c1
    5%	-4%[15.4 µM]	8%	-11%	-6%	-59%[inhibitor]	-4%	2%
CCO[C@H]1OC(C(=O)N2CCN(C)CC2)=C[C@@H](c2ccc3c(c2)OCO3)[C@@H]1CCCO
    9%	.	7%	19%	6%	.	-5%	4%
Cc1ccc(S(=O)(=O)NCC(=O)OCC(=O)Nc2ccccc2OC(F)F)cc1
    -3%	-3%	.	10%	-3%	.	13%	3%
Cc1ccc(NC(=O)C2CCCCC2)c(O)c1
    5%	1%	62%[activator]	?	4%	.	4%	-3%
O=C1OCC(c2ccccc2)=C1c1ccc(S(=O)(=O)N2CCOCC2)s1
    -6%	?	15%	-16%	-14%	-18%	-4%	20µM*
COc1cc2nc(Cl)nc(N3CCCCC3)c2cc1OC
    -3%	4%	7%	-7%	-12%	-39%[inhibitor]	-3%	?
N#Cc1nc(-c2ccco2)oc1NCCCN1CCOCC1
    6%	-4%[15.4 µM]	-5%	-19%	7%	-22%	?	?
Cc1ccc(S(=O)(=O)Nc2ccncc2)c(C)c1N(C)S(=O)(=O)c1ccc(F)cc1
    5%	2%	7%	0%	0%	-11%	4%	1%
CCc1cc(=O)oc2c(C)c(O)c(CN(C)C)cc12
    ?	?	.	6%	?	.	?	?
CCC(C)c1ccc(NC(=O)C/C(C)=N/NC(=O)c2cnccn2)cc1 (stereo unspecified)
    6%	-6%	7%	-3%	-25%	20%	-4%	?
Cn1nccc1C(=O)Nc1cccc(C(F)(F)F)c1
    3%	-7%	12%	-3%	9%	21%	4%	11%
O=C(NNC1=NCCN1Cc1ccccc1)c1cccc(C(F)(F)F)c1
    -4%	-1%	5%	-19%	2%	.	3%	-5%
COc1cc(/C=N/S(=O)(=O)CCc2ccccc2)ccc1O
    -1%	-4%	-1%	16%	-4%	-3%	-3%	28µM*
CCN(CC)S(=O)(=O)c1ccc(C(=O)N2CCc3ccccc32)cc1
    5%	-8%	-3%	-3%	1%	-5%	5%	5µM*
Cc1nc(CNC(=O)CC2C(=O)NCCN2Cc2cccc(Oc3ccccc3)c2)cs1 (stereo unspecified)
    -3%	.	-14%	13%	3%	.	?	?
CC1(C)CC(=O)C2=C(C1)OC(N)=C(C#N)C2c1cccc(OC(=O)c2ccco2)c1 (stereo unspecified)
    -13%	-16%	3%	2%	-2%	3%	-29%	?

Structures shown so far with a cyano group (four):
Every second line gives: GLA spleen mod	GAA inhib	GoLoco inh red	GAA glycogen mod	aGlu spleen mod	SMN2 splice up	JMJD2E inh	ALDH1A1 block
Cc1ccc(/C(C#N)=C\c2cn(C)c3ccccc23)cc1
    -1%	-12%	8%	0%	-9%	?	9%	1%
COc1ccc(Nc2oc(-c3ccccc3)nc2C#N)cc1
    4%	-1%	8%	?	6%	?	36%[activator]	-4%
N#Cc1nc(-c2ccco2)oc1NCCCN1CCOCC1
    6%	-4%[15.4 µM]	-5%	-19%	7%	-22%	?	?
CC1(C)CC(=O)C2=C(C1)OC(N)=C(C#N)C2c1cccc(OC(=O)c2ccco2)c1 (stereo unspecified)
    -13%	-16%	3%	2%	-2%	3%	-29%	?

(continued)
Every second line gives: GLA spleen mod	GAA inhib	GoLoco inh red	GAA glycogen mod	aGlu spleen mod	SMN2 splice up	JMJD2E inh	ALDH1A1 block
CCOC(=O)/C(=C\c1ccc([N+](=O)[O-])o1)NC(=O)c1ccccc1
    -8%	-9%	22%	-4%	-7%	-10%	-2%	-11%
Clc1cccc(CSc2ncn(-c3ccccc3)n2)c1
    -9%	-7%	-6%	-21%	-14%	?	8%	-11%
CN(C)c1ccc(/C=N/N(Cc2ccccc2)c2ccccc2)cc1
    4%	-7%	0%	11%	-3%	?	0%	?
CCOC(=O)c1cc(C(=O)OCC)c(=O)[nH]c1N1CCCC1
    -18%	2%	-37%	-4%	-3%	8%	0%	?
CCCOc1ccc(C(O)C(CN2CCOCC2)c2ccccc2)cc1 (stereo unspecified)
    5%	-9%	3%	3%	3%	-6%	-9%	?
Cc1ccc(C)c(OCC(=O)Nc2ccc(S(=O)(=O)Nc3ccccn3)cc2)c1C
    -2%	5%	4%	-10%	-18%	11%	?	-6%
CC(=O)Nc1ccc(NC(=O)CSc2ncnc3c2cnn3Cc2ccccc2)cc1
    6%	.	4%	8%	2%	.	1%	.
C=CCN1C(=O)C(Cc2ccc(C)cc2)S/C1=N/N=C/c1ccco1 (stereo unspecified)
    -5%	1%	-3%	-3%	-3%	-9%	-4%	?
N#Cc1ccc(NC(=O)CNc2cc(S(=O)(=O)N3CCOCC3)ccc2NCC2CCCO2)cc1 (stereo unspecified)
    2%	-10%	25%	?	-5%	-6%	-4%	18µM*
O=C(c1ccccc1Br)N1CCN(c2ccc([N+](=O)[O-])c(N3CCOCC3)c2)CC1
    6%	2%	12%	0%	-2%	-1%	-1%	7.9µM*
CCc1ccccc1NC(=S)NCCSc1ccc(Cl)cc1
    -5%	-6%	1%	-13%	-3%	-21%	0%	-4%
CC(C)Cc1nnc(NC(=O)CCC(=O)Nc2ccccc2F)s1
    6%	.	-1%	0%	-15%	.	4%	.
O=C(Nc1cccc(F)c1)c1cc(S(=O)(=O)N2CCC3(CC2)OCCO3)ccc1F
    -3%	-1%	6%	-3%	-3%	-33%[inhibitor]	0%	-7%
O=C(/C=C/c1ccc2ccccc2n1)c1cc(Br)ccc1O
    10%	-10%[15.4 µM]	116%[activator]	6%	16%	.	.	?
NC(=O)CC(NC(=O)Cc1cccc2ccccc12)c1ccc(N2CCN(c3ccccc3)CC2)c([N+](=O)[O-])c1 (stereo unspecified)
    9%	.	1%	5%	7%	.	-10%	.
C=C(C)COc1ccc(-c2[nH]ncc2-c2ccccc2)c(O)c1
    11%	-7%	7%	-2%	-19%	-24%	-16%	-13%
CCCC(=O)OCC(=O)NC1CCCc2ccccc21 (stereo unspecified)
    -5%	-5%	5%	3%	-3%	22%	3%	?
CCO[C@@H]1OC(C(=O)NC2CC2)=C[C@H](c2c[nH]c3ccccc23)[C@H]1CCCO
    1%	.	-3%	3%	3%	.	-6%	.
O=C(N/C(=C\c1cn(-c2ccccc2)nc1-c1ccc(Cl)cc1)C(=O)N1CCOCC1)c1ccccc1
    6%	-3%	2%	-6%	4%	11%	2%	6%
Cc1ccccc1CSc1ncc(C#N)c(N)n1
    -1%	-1%	7%	-1%	-4%	9%	-12%	-16%
N#Cc1ccccc1Sc1ccccc1C(=O)Nc1ccc(Br)cc1
    -10%	-8%	6%	6%	-2%	6%	-17%	-10%

Reprinted at random: 2 records from the list, in no set order.
Every second line gives: GLA spleen mod	GAA inhib	GoLoco inh red	GAA glycogen mod	aGlu spleen mod	SMN2 splice up	JMJD2E inh	ALDH1A1 block
CCOC(=O)/C(=C\c1ccc([N+](=O)[O-])o1)NC(=O)c1ccccc1
    -8%	-9%	22%	-4%	-7%	-10%	-2%	-11%
Cc1ccc(C)c(OCC(=O)Nc2ccc(S(=O)(=O)Nc3ccccn3)cc2)c1C
    -2%	5%	4%	-10%	-18%	11%	?	-6%

Only part of the results is shown; the hit share may differ from the screen's.
